Screens (PubChem BioAssay)
C diff HTS: inhibitors of Clostridium difficile growth; hit rate 0.25% among 86,000; Clostridium difficile clinical isolate growth, OD600, 24 h; hits give low values; growth activity, negative = inhibition, % at 16 µg/mL (by protocol);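 active = mean growth activity at or below -80% and every replicate also at or below -80%; inconclusive = mean at or below -80% but some replicate above -80%; inactive = mean growth activity above -80%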;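 also: 0% = DMSO wells and -100% = levofloxacin 16 µg/mL wells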
Tcruzi prolif: inhibitors of T. cruzi proliferation. T. cruzi beta-gal in NIH3T3, GalScreen luminescence, 90 h. inhibition, % at 8.34 µM. hit rate 5.9% among 77,000. AID 624255;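 active = mean inhibition above about 93%, with at least 55% of replicates each passing it, limit read from the data, passing the limit was not always enough; inconclusive = only one of those two conditions holds; inactive = neither condition holds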
Pf Dd2 growth: inhibitors of Plasmodium falciparum Dd2 growth. hit rate 2.3% among 94,000. P. falciparum Dd2 growth, SYBR Green, 72 h; hits give low values. activity change, % at 10 µM; in the data active = activity change below about -80%; inconclusive = no clear call, values can overlap the other calls
GASC1 inh: blocks human GASC-1 (KDM4C) demethylase activity | GST-KDM4C 2-372, H3K9me3 peptide, LANCE TR-FRET | inhibition, % at 12.5 µM | hit rate 0.15% among 96,000;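 active = mean replicate inhibition above about 25%, with at least 55% of replicates also reaching it, limit read from the data, passing the limit was not always enough; inconclusive = only one of those two conditions met; inactive = neither condition met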
Target sequence (Q9H3R0 2-372 limits assumed): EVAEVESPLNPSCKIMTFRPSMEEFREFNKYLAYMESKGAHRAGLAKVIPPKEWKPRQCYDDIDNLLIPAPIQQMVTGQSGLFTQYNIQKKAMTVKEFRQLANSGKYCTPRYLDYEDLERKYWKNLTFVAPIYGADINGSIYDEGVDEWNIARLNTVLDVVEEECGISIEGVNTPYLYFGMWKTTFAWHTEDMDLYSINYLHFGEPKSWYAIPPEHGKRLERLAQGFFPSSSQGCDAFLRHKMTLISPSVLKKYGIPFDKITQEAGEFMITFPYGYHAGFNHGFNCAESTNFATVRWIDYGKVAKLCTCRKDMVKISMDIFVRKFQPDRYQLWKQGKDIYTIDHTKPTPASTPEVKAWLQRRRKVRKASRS
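System – N-terminal GST-fused human GASC-1 (KDM4C) fragment, residues 2-372 · Input – enzyme final amount 10 nM · Technique – LANCE TR-FRET, Eu antibody, ULight-streptavidin, EDTA, ex 340 nm, em 618/671 nm · Medium – HEPES buffer, pH 7.5, plus ascorbate · Incubation – enzyme reaction 30 min, then detection 60 min, both room temperature · Reagent – H3K9me3 peptide with Fe(II)/2OG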
The depositor's hits bear a star; ? = inconclusive; . = no result given; & = joins results of further samples.

Compound,C diff HTS,Tcruzi prolif,GASC1 inh,Pf Dd2 growth
N#Cc1cccc(-c2ccc3c(c2)[C@H]2[C@H](CCN2S(=O)(=O)c2ccccc2F)[C@H](CO)N3)c1,7.6,109.8*,0.2,15.1
O=C(Nc1ccc(F)cc1)N1CC(=O)N2[C@H](CO)[C@@H](c3ccc(C#Cc4cccnc4)cc3)[C@@H]2C1,7.5,.,-0.5,-27.5
CCC(=O)Nc1ccc2c(c1)OC[C@H](C)N(Cc1ccccc1OC)C[C@@H](C)[C@H](OC)CN(C)C2=O,.,69.2,-0.4,-30.7
Cc1noc(C)c1NC(=O)N[C@@H]1CC[C@@H](CC(=O)N2CCN(C)CC2)O[C@@H]1CO,-2.7,21.1,-0.2,20.6
Cc1ccc(S(=O)(=O)N(C)C[C@H]2OCCCC[C@@H](C)Oc3ccc(NC(=O)Nc4ccc(F)cc4)cc3C(=O)N([C@@H](C)CO)C[C@H]2C)cc1,.,.,0.1,-68.1
C[C@@H]1CN([C@@H](C)CO)C(=O)c2cc(NC(=O)c3ccncc3)ccc2O[C@H]1CN(C)C(=O)Nc1ccc(C(F)(F)F)cc1,-0.7,-28.9,0.4,-5.8
CCN1[C@@H]2c3ccc(C4=CCCCC4)c(=O)n3C[C@@H]2[C@@H](CO)[C@@H]1C(=O)NCc1ccccn1,-0.3,0.6,3.7,-6.2
CCCN(C)C[C@@H]1Oc2ncc(-c3ccccc3F)cc2C(=O)N([C@H](C)CO)C[C@H]1C,4.0,9.8,0.1,-76.1
CO[C@H]1CN(C)C(=O)c2cc(NC(=O)c3ccc(F)cc3)ccc2OC[C@H](C)N(C(=O)c2ccc(F)cc2)C[C@H]1C,.,81.0,-0.2,?
CN1c2ccc(C#Cc3ccccc3F)cc2[C@H]2[C@H](CCN2C(=O)c2cnccn2)[C@H]1CO,-5.1,93.1,0.3,-61.5
CN1[C@@H]2c3ccc(-c4ccccc4)c(=O)n3C[C@H]1[C@H](CO)[C@H]2C(=O)NCC1CCCCC1,-0.9,69.5,-1.7,.
C[C@@H]1CN([C@@H](C)CO)C(=O)c2cccc(NC(=O)NC3CCCCC3)c2O[C@@H]1CN(C)S(C)(=O)=O,1.4,.,-1.7,-0.6
COc1ccc(S(=O)(=O)N(C)C[C@@H]2Oc3ccc(N(C)C)cc3CC(=O)N([C@@H](C)CO)C[C@@H]2C)cc1,0.8,70.2,4.7,10.6
C[C@H]1CN([C@@H](C)CO)C(=O)c2cccc(NS(=O)(=O)c3cccs3)c2O[C@H]1CN(C)CC1CC1,-4.7,10.1,2.1,1.9
C[C@@H]1CN([C@@H](C)CO)C(=O)c2cccc(NC(=O)c3nc4ccccc4s3)c2O[C@H]1CN(C)Cc1ccc(C(F)(F)F)cc1,.,98.6,-3.0,?
C[C@@H]1CCCCO[C@H](CN(C)C(=O)c2ccncc2)[C@@H](C)CN([C@@H](C)CO)C(=O)c2cc(NC(=O)C3CCCCC3)ccc2O1,1.6,33.5,0.5,.
O=C(c1cnccn1)N1CC(=O)N2[C@H](CO)[C@@H](c3ccc(-c4cccc(F)c4)cc3)[C@@H]2C1,4.8,.,-1.3,-16.5
CN1C(=O)c2cc(NS(C)(=O)=O)ccc2OC[C@H]2O[C@@H](CC(=O)O)CC[C@H]21,-34.7,-54.4,-1.3,-36.0
C[C@@H]1CCCCO[C@H](CN(C)Cc2ccc(C(=O)O)cc2)[C@H](C)CN([C@@H](C)CO)C(=O)c2cc(NC(=O)CCC(F)(F)F)ccc2O1,-3.6,-75.2,-1.4,27.8
O=C(C[C@H]1CC[C@H]2[C@@H](COC[C@@H](O)CN2S(=O)(=O)c2cccc(Cl)c2)O1)NCc1ccc2c(c1)OCO2,.,22.1,0.6,6.6
C[C@@H]1CCCCO[C@H](CN(C)C(=O)c2ccncc2)[C@@H](C)CN([C@H](C)CO)C(=O)c2cc(NC(=O)C3CCCCC3)ccc2O1,-2.0,0.9,0.5,-8.8
COc1ccc(S(=O)(=O)Nc2ccc3c(c2)C(=O)N([C@@H](C)CO)C[C@H](C)[C@@H](CN(C)S(=O)(=O)c2ccccc2)OCCCC[C@H](C)O3)cc1,-0.7,.,-0.5,-72.1
C[C@H](CO)N1C[C@H](C)[C@@H](CN(C)CC2CC2)OCCCC[C@H](C)Oc2ccc(NC(=O)Nc3ccccc3)cc2C1=O,.,67.5,-0.5,3.7
CCC(=O)N(C)C[C@@H]1Oc2cc(-c3ccc(C)cc3)ccc2S(=O)(=O)N([C@@H](C)CO)C[C@H]1C,-12.7,76.3,0.9,-16.8
C[C@H](CO)N1C[C@H](C)[C@H](CN(C)C)Oc2c(NC(=O)Nc3ccccc3)cccc2C1=O,2.5,-1.4,-0.3,5.9
Cc1noc(C)c1NC(=O)N(C)C[C@H]1OCCCC[C@H](C)Oc2ccc(NS(=O)(=O)c3c(C)noc3C)cc2C(=O)N([C@@H](C)CO)C[C@@H]1C,-3.2,-8.6,1.1,12.5
CCCNC(=O)N[C@H]1CC[C@H](CC(=O)N2CCN(C)CC2)O[C@H]1CO,.,15.4,1.5,2.8
COCc1cn(CC[C@H]2CC[C@H](NC(=O)Nc3ccc(C(F)(F)F)cc3)[C@H](CO)O2)nn1,-0.3,-4.5,-1.5,11.6
COc1ccc2c3c([nH]c2c1)[C@H](CO)N(C(=O)C1CCC1)CC31CCN(Cc2nccs2)CC1,-4.8,.,-2.0,-74.7
COc1ccc2c3c([nH]c2c1)[C@@H](CO)N(C(=O)CN1CCOCC1)CC31CCN(Cc2ccccc2)CC1,3.5,.,0.3,-4.0
C[C@@H]1CN([C@H](C)CO)S(=O)(=O)c2ccc(C#CCN(C)C)cc2O[C@H]1CN(C)CC1CCCC1,7.5,103.8*,1.7,-76.7
CCN1[C@@H]2c3ccc(-c4ccccc4)c(=O)n3C[C@H]1[C@H](CO)[C@H]2C(=O)NC1CCC1,1.1,32.3,-1.3,-3.2
O=C(c1ccccc1F)N1CC(=O)N2[C@H](C1)[C@H](c1ccc(C#Cc3ccc(F)cc3)cc1)[C@@H]2CO,0.0,.,2.1,2.5
COCC#Cc1ccc([C@@H]2[C@H]3CN(C(=O)NC4CCCC4)CCCCN3[C@H]2CO)cc1,-4.7,71.9,0.6,-59.5
COCC#Cc1ccc2c(c1)O[C@H](CN(C)C)[C@@H](C)CN([C@H](C)CO)S2(=O)=O,0.7,0.3,0.6,25.8
CC(C)NC(=O)Nc1ccc2c(c1)C(=O)N(C)[C@H]1CC[C@H](CC(=O)Nc3ccccc3)O[C@H]1CO2,2.8,0.6,-2.0,-97.8*
CO[C@H]1CN(C)C(=O)c2ccc(NC(=O)c3ccccc3)cc2OC[C@H](C)NC[C@@H]1C,-5.4,.,-1.5,26.0
C[C@@H]1CN([C@@H](C)CO)C(=O)c2cc(N(C)C)ccc2O[C@@H](C)CCCCO[C@H]1CN(C)C(=O)CCC(F)(F)F,-0.8,22.1,5.5,1.5
OC[C@H]1[C@@H](c2ccc(-c3cccc(F)c3)cc2)[C@@H]2CN(CCC(F)(F)F)CCCCN12,20.5,18.6,-1.3,-76.4
CO[C@H]1CN(C)C(=O)c2cc(NC(=O)c3ccccc3)ccc2OC[C@@H](C)N(C(=O)CN(C)C)C[C@H]1C,-1.7,3.6,1.2,23.9
CCCNC(=O)C[C@H]1C[C@@H]2c3cc(NC(=O)Nc4ccc(OC)cc4)ccc3O[C@@H]2[C@H](CO)O1,1.2,34.3,-2.9,-2.2
C[C@H]1CN([C@@H](C)CO)C(=O)CCCn2cc(nn2)CO[C@@H]1CN(C)CC1CCCCC1,.,-19.1,-0.1,-2.3
CCNC(=O)[C@H]1[C@H](CO)[C@H]2Cn3c(ccc(C4=CCCCC4)c3=O)[C@@H]1N2Cc1ccncc1,-0.6,5.9,2.6,-23.5
CC(C)(O)C#Cc1ccc([C@@H]2[C@@H](CO)N3CCCCN(C(=O)c4cccnc4)C[C@H]23)cc1,-7.3,63.1,1.1,21.0
CC(=O)N(C)C[C@H]1Oc2cc(C#Cc3cccc(F)c3)ccc2S(=O)(=O)N([C@@H](C)CO)C[C@H]1C,12.7,46.8,0.7,16.6
CC(C)NC(=O)Nc1cccc2c1O[C@H](CN(C)Cc1ccc(C(=O)Nc3ccccc3N)cc1)[C@H](C)CN([C@@H](C)CO)C2=O,-0.6,.,-1.3,-83.8*
O=C(C[C@@H]1C[C@@H]2c3cc(NS(=O)(=O)c4ccc(F)cc4)ccc3O[C@@H]2[C@@H](CO)O1)NC1CCCC1,.,-1.5,0.1,-4.2
CC(C)NC(=O)Nc1ccc2c(c1)CC(=O)N([C@H](C)CO)C[C@H](C)[C@H](CN(C)C(=O)Nc1ccc(C(F)(F)F)cc1)O2,2.2,.,0.1,-0.8
O=C(c1ccccn1)N1CC[C@@H]2[C@H](CO)Nc3ccc(Br)cc3[C@@H]21,-3.4,25.8,-0.6,4.3
C[C@H](CO)N1C[C@H](C)[C@@H](CN(C)S(=O)(=O)c2ccccc2)Oc2cc(Br)ccc2S1(=O)=O,1.2,.,1.2,-19.6
CC=Cc1ccc2n(c1=O)C[C@@H]1[C@@H](CO)[C@H](C(=O)NCCC)[C@H]2N1CC1CC1 (mixture of isomers),-0.7,101.9*,0.0,6.5
COc1ccc(-c2ccc([C@@H]3[C@@H](C#N)N(C(=O)c4cccnc4)[C@H]3CO)cc2)cc1,-2.9,9.9,-2.1,-11.0
C[C@@H]1CCCCO[C@H](CN(C)C(=O)C2CCCCC2)[C@H](C)CN([C@@H](C)CO)C(=O)c2cc(N(C)C)ccc2O1,-20.1,110.4*,5.8,-6.7
C[C@H]1CN([C@@H](C)CO)S(=O)(=O)c2ccc(C#Cc3ccncc3)cc2O[C@@H]1CN(C)C(=O)Nc1ccc2c(c1)OCO2,-0.9,86.1,.,-74.9
CN(C)C(=O)C[C@@H]1CC[C@H]2[C@@H](COC[C@H](O)CN2CC2CCCC2)O1,3.5,-61.3,-0.6,-4.5
COCC(=O)N(C)C[C@H]1Oc2cc(-c3ccc(C#N)cc3)ccc2S(=O)(=O)N([C@@H](C)CO)C[C@@H]1C,-6.0,.,-0.7,-10.7

One compound at a time (already shown). Values in the order: C diff HTS | Tcruzi prolif | GASC1 inh | Pf Dd2 growth
C[C@H]1CN([C@@H](C)CO)C(=O)c2cccc(NS(=O)(=O)c3cccs3)c2O[C@H]1CN(C)CC1CC1 is listed as -4.7 | 10.1 | 2.1 | 1.9
CO[C@H]1CN(C)C(=O)c2cc(NC(=O)c3ccc(F)cc3)ccc2OC[C@H](C)N(C(=O)c2ccc(F)cc2)C[C@H]1C is listed as . | 81.0 | -0.2 | ?

(continued)
Compound,C diff HTS,Tcruzi prolif,GASC1 inh,Pf Dd2 growth
C[C@H](CO)N1C[C@H](C)[C@H](CN(C)Cc2ccc(C(=O)O)cc2)Oc2ccc(NC(=O)C3CC3)cc2CC1=O,-2.5,-4.3,-0.3,16.4
CN(C)C(=O)c1ccc(-c2ccc(C3[C@@H]4CN(Cc5cncnc5)C[C@H]3N4)cc2)cc1 (some centres not stated),0.2&-4.5,.,-0.1,16.5&-7.7
C[C@@H]1CN([C@@H](C)CO)C(=O)CCCn2cc(nn2)CO[C@@H]1CN(C)S(C)(=O)=O,0.3,-6.4,-0.8,-17.0
N#Cc1ccc(-c2ccc(C3[C@@H]4CN(C(=O)c5ccc6c(c5)OCO6)C[C@H]3N4)cc2)cc1 (some centres not stated),4.2&27.7,.,-1.6&-0.3,-31.8&-41.0
C[C@H](CO)N1C[C@H](C)[C@@H](CN(C)C(=O)C2CCCCC2)Oc2cc(C#C[C@@H](C)O)ccc2S1(=O)=O,1.7,26.9,-0.5,-29.4
C[C@@H]1CCCCO[C@@H](CN(C)Cc2ccccc2)[C@H](C)CN([C@H](C)CO)C(=O)c2cc(NC(=O)NC3CCCCC3)ccc2O1,-0.1,?,-2.6,-56.3
COc1ccc(CN(C)C[C@@H]2Oc3ccc(NS(=O)(=O)c4cccs4)cc3C(=O)N([C@H](C)CO)C[C@@H]2C)cc1,1.1,-3.8,-0.6,-3.7
C[C@@H]1CN([C@H](C)CO)C(=O)c2cccc(NS(=O)(=O)c3ccc(Cl)cc3)c2O[C@H]1CN(C)S(=O)(=O)c1cn(C)cn1,.,5.9,0.0,34.2
